# Compound activity (PubChem BioAssay)
# RAD54 branch: inhibitors of human RAD54 branch migration; Q92698; RAD54 Holliday junction branch migration, FAM/BHQ fluorescence; inhibition, % at 10.4 µM; hit rate 0.14% among 360,000;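 active means mean normalized replicate activity at least 40 and at least half of replicates scoring 40 or more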;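 further: 0% = median of neutral control wells and 100% = median of positive control wells; inhibitors cause a drop in the FAM fluorescence signal; in these data hits start at about 50%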
# INS-1E GSIS act: primary screen for activators of insulin secretion dependent on glucose, INS-1E cells, GLuc reporter luminescence | INS-1E GLuc reporter insulin secretion, 2-3 h | activation, % at 16.6 µM | hit rate 0.61% among 370,000 | AID 743287;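 active means lowest replicate activation of at least 40%, so every replicate reaches that level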;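 further: 0% = median of neutral control wells and 100% = median of IBMX positive control wells; some compounds called inactive have numbers as strong as hits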
# ARNT-TACC3 inh: disruptors of human ARNT/TACC3 interaction; Q9Y6A5; AlphaScreen His-ARNT PAS-B/GST-TACC3 binding, luminescence; TACC3 fragment carries E629A point mutation; inhibition, % at 9.99 µM; hit rate 0.66% among 390,000; AID 623870;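 active means mean inhibition of replicates at least 50% and at least half of replicates each reaching 50%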;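 further: 0% = complete ARNT plus TACC3 wells and 100% = ARNT alone without TACC3; many hits fall short of the cut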
# ERAP1 HTS inh: ERAP1 (human) enzyme inhibition; recombinant ERAP1, Leu-AMC fluorescence, 60 min; hit rate 0.15% among 340,000; inhibition, % at 10.7 µM; AID 652197; Q9NZ08;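 active means mean replicate inhibition of at least 30%, or all replicates individually reaching that 30% level; inactive means mean below 30% and not every replicate reaching it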;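 further: 0% = neutral control wells and 100% = L-leucinethiol positive control wells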
# Target sequence (Q9NZ08 whole entry, looked up): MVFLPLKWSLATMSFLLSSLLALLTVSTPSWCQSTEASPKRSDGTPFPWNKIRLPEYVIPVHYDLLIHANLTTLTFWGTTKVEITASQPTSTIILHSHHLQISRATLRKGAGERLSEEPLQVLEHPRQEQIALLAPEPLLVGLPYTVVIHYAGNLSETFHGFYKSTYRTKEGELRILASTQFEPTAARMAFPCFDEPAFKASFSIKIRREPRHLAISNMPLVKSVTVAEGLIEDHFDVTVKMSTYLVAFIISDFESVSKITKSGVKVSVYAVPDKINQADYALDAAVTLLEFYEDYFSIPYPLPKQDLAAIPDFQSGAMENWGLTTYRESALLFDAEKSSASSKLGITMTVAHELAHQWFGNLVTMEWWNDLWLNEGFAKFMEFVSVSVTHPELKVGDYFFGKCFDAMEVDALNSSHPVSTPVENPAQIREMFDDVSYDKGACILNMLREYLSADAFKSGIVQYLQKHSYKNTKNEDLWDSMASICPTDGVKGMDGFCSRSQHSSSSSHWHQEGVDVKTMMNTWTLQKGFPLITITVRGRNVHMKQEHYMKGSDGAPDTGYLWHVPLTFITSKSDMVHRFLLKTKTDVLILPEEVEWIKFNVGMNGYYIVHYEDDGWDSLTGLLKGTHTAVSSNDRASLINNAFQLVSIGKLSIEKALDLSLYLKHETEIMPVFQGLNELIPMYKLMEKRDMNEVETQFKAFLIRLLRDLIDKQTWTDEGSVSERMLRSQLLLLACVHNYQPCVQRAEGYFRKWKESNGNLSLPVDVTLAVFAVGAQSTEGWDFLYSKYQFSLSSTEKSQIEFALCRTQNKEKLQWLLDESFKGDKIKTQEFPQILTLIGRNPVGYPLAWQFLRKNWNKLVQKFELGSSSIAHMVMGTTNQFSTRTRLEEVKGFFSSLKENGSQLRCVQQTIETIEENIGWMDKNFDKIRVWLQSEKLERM
# RAD52 inh: RAD52 (human) annealing inhibition. inhibition, % at 18.7 µM. hit rate 0.46% among 360,000. AID 651710. P43351. recombinant RAD52 DNA annealing, FRET fluorescence;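 active means every replicate showing at least 50% inhibition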
# esBAF inh: blocks esBAF chromatin remodeling in mouse ES cells | AID 602393 | Bmi1-luciferase knock-in reporter, 24 h; 100% = twice the neutral-well signal | reporter increase, % at 12.5 µM | hit rate 2% among 350,000; in the data active means activation above about 40%;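 further: 0% = median of the plate's neutral control wells and 100% = double that signal; a rise in the Bmi1 reporter signal indicates esBAF inhibition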
# F508del corr: correctors of CFTR F508del function in bronchial epithelial cells. CFBE cells, YFP halide quenching; stimulated with forskolin plus potentiator P3; % fluorescence drop versus neutral controls. activity (quench increase), % at 7.58 µM. hit rate 0.36% among 350,000;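 active means mean added fluorescence quench of at least 8% versus neutral control, with both replicates also reaching 8%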;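 further: cells transiently co-express mutant CFTR-F508del with the halide-sensitive YFP; corrector assay measuring rescue of mutant channel to the surface after 24 h compound exposure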
# XiGFP reactiv: activators of X-chromosome reactivation in mouse fibroblasts | XiGFP mouse fibroblasts, % GFP-positive cells imaging, 3 d; cells co-treated with 5-aza-dC sensitizer; scaled so ellipticine positive control = 100% | activation, % at 7.58 µM | hit rate 0.055% among 360,000;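 active means mean normalized replicate activation at least 10% and every replicate at or above 10%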;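 further: 0% = median of on-plate neutral control wells and 100% = ellipticine 6 µM median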
#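 material = 68-5-11 XiGFP fibroblast line | medium = DMEM plus 5-aza-dC sensitizer | schedule = 3 days compound exposure | benchmarks = positive control ellipticine, 6 µM final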
# The depositor's hits bear a star; . = no result given.
canonical_smiles	RAD54 branch	F508del corr	esBAF inh	ERAP1 HTS inh	INS-1E GSIS act	XiGFP reactiv	RAD52 inh	ARNT-TACC3 inh
CCSC1=C(C#N)C(c2cccc(O)c2)CC(=O)N1 (configuration not stated)	6.4	2.5	-1.7	3.1	14.7	0.0	-15.4	0.9
Cc1ccc(SC[C@H](CC(C)C)N2CCN(C)CCC2=O)cc1	1.9	0.0	57.9*	5.1	.	-0.1	-3.3	-4.8
Cc1ccc(C)c(NC(=O)CN(C)C(=O)CN2C(=O)NC3(CCc4ccccc43)C2=O)c1 (configuration not stated)	.	-1.1	1.4	-4.0	-4.1	0.4	-29.8	.
CCC(C)[C@H](NC(=O)N1CCn2c1nc1ccccc12)C(=O)NCCc1ccccc1 (some centres not stated)	10.4	-1.3	14.3	-2.5	-27.3	0.2	-1.9	6.8
COc1cccc(-c2ccc([C@H]3[C@H]4CN(C(=O)c5cccnc5)CC(=O)N4[C@H]3CO)cc2)c1	.	1.4	.	-24.2	-1.4	0.0	-6.6	.
Cc1ccc(C(=O)NCCc2nnc3ccc(NCc4ccc5c(c4)OCO5)nn23)cc1	7.0	3.0	-1.1	-0.6	12.7	0.0	-15.9	-4.6
O=C1CCCN1CC(O)CS(=O)(=O)Cc1ccc(Cl)cc1Cl (configuration not stated)	-2.0	-3.6	-8.5	1.2	-11.2	0.0	-4.0	-10.6
CCOC(=O)C1(C)CCN1C(=O)c1cc(OC)ccc1Br (configuration not stated)	5.5	2.0	-2.3	1.1	3.5	0.2	-6.2	.
Cc1nnc(SCC(=O)Nc2ccc3c(c2)COC3=O)n1-c1ccccc1	2.1	0.2	3.1	.	-0.2	-0.1	-9.7	.
Cc1cccc(C(=O)Nc2ccc(NC(=O)c3cccc(C)c3)cc2)c1	-13.7	-1.0	3.3	6.1	2.5	0.0	-4.4	.
CN(C)C(=O)c1ccc(-c2ccc3c(c2)[C@@H]2[C@@H](CCN2S(=O)(=O)c2ccccc2)[C@H](CO)N3)cc1	-2.5	1.4	14.2	.	9.5	0.0	.	-9.6
COc1cccc(-c2ccc([C@H]3[C@H](CO)N4C(=O)CN(C(=O)C5CCCCC5)C[C@@H]34)cc2)c1	.	-1.7	.	.	10.3	0.0	-21.1	.
CCCn1nc(C(=O)NNC(=O)Cc2ccc(S(=O)(=O)N3CCOCC3)s2)c2ccccc2c1=O	.	0.6	.	-0.3	-12.3	-0.1	-5.7	6.6
Cc1ccc(C)c(NC(=S)NC23CN4CN(CN(C4)C2)C3)c1	.	1.7	.	0.0	-21.1	0.0	21.1	-17.5
COc1ccc(NC(=O)Nc2ccc3c(c2)[C@H]2C[C@H](CC(=O)N4CCCCC4)O[C@H](CO)[C@H]2O3)cc1	-1.1	1.9	2.4	0.3	-11.7	-0.1	-3.5	-1.0
CC(=O)c1ccc(S(=O)(=O)Nc2ccc(-c3ccc4nnc(C)n4n3)cc2)cc1	.	2.6	-8.0	-2.2	-3.1	0.2	-10.1	3.0
O=C(Nc1cc(C(=O)N2CCCC2)ccc1N1CCCC1)c1ccccc1	3.3	.	-2.6	.	0.7	.	.	-3.4
CC(C)(C)n1c(O)c2ccc(C(=O)N=NC(=O)c3ccccc3)cc2c1O	7.1	-0.8	10.0	2.7	-7.4	-0.1	-10.3	-3.1
COC(=O)C1CCN(S(=O)(=O)CCNC(=O)c2ccc3c(c2)OCO3)CC1	-13.4	-1.7	5.6	-0.6	6.2	0.0	-15.1	-1.3
CCC(C)Nc1nc2c(c(=O)n(C)c(=O)n2C)n1Cc1ccc(F)cc1 (configuration not stated)	-0.7	1.4	4.5	0.6	28.5	.	-0.7	-4.2
CCC(=O)N1CCC2(CC1)CN(C(C)=O)[C@@H](CO)c1[nH]c3cc(OC)ccc3c12	.	-0.1	.	-0.5	-9.0	0.2	7.8	.
COc1cc(C(=O)NCC(=O)OCCN2C(=O)c3ccccc3C2=O)cc(OC)c1OC	.	-4.3	.	0.5	-0.8	0.2	-4.2	3.4
Cc1occc1C(=O)Nc1ccccc1C#N	-1.6	-1.8	-5.3	-0.6	3.0	0.0	4.6	.
O=C(COC(=O)/C=C/c1cccc(F)c1)Nc1ncccn1	-5.0	2.6	.	.	37.4	1.7	-3.2	4.7
Cc1cc(C)c[n+](-c2nc3ccccc3nc2[N-]S(=O)(=O)c2cccs2)c1	.	.	.	0.6	1.7	-0.1	-1.5	-4.1
CCC(Oc1ccc(C)cc1)C(=O)Nc1ccccc1C(=O)N1CCOCC1 (configuration not stated)	-8.0	1.0	-6.4	-2.0	0.4	0.5	-16.5	-4.6
O=C(C[C@H]1CC[C@@H]2[C@H](COC[C@@H](O)CN2S(=O)(=O)c2cccc(Cl)c2)O1)Nc1ccccc1	3.0	-1.4	2.4	-0.1	-10.2	0.2	5.3	-19.4
Cc1noc(C)c1S(=O)(=O)N(C)C[C@H]1OCCCC[C@H](C)Oc2ccc(NS(=O)(=O)c3cccs3)cc2C(=O)N([C@@H](C)CO)C[C@H]1C	.	0.2	.	0.7	1.6	-1.2	-17.7	.
CC(=O)Nc1ccc(OCC(=O)NCCc2ccccc2)cc1	2.1	-2.9	3.2	-4.7	-7.2	0.7	-22.0	-6.4
CCc1ccc(NC(=O)C2=CC(c3ccc(OC)cc3)=NS(=O)(=O)N2C)cc1	-5.2	-1.0	-4.9	1.5	.	0.0	-34.7	10.4
O=C(C[C@@H]1C=C[C@@H](NC(=O)C2CCOCC2)[C@@H](CO)O1)NCC1CC1	-9.8	1.8	1.4	-2.3	9.4	-0.1	8.1	11.6
COc1ccc(CC(=O)OCC(=O)Nc2cccnc2Cl)cc1OC	-6.6	-0.5	0.1	-6.3	5.2	0.0	-8.1	-3.4
NS(=O)(=O)c1cccc(NC(=O)CSc2nc3ccccc3n2-c2ccccc2)c1	.	1.2	.	6.2	10.0	0.3	13.4	-8.6
O=C1C2C3C=CC(C4CC34)C2C(=O)N1/N=C/c1ccc(-c2ccc([N+](=O)[O-])cc2)o1 (configuration not stated)	-26.5	.	2.9	2.1	2.6	0.0	-83.5	-3.3
CN(C)C(=O)N1CCN(S(=O)(=O)c2ccc3ccccc3c2)CC1	7.9	-0.7	-3.2	-2.3	0.3	0.4	-8.3	23.9
O=C(NC(Cc1ccccc1)C(=O)O)c1cccnc1Cl (configuration not stated)	0.6	-0.4	-1.7	-3.3	-21.4	0.0	-14.4	-10.9
COc1nc(-c2ccccc2)ncc1S(=O)(=O)c1ccccc1	.	2.4	.	1.7	-0.3	0.2	-18.3	2.8
C=CCn1c(SC(C)C(=O)Nc2ccc(F)c(F)c2F)nnc1C1CC1 (configuration not stated)	-16.0	-2.8	-4.9	-0.1	41.8	0.1	1.1	-2.1
C/C=C/c1ccc2c(c1)O[C@H](CN(C)C(=O)NCCC)[C@@H](C)CN([C@@H](C)CO)S2(=O)=O	3.8	2.0	4.2	-2.3	-5.9	0.0	4.5	1.7
C[C@H]1CN([C@@H](C)CO)C(=O)c2cc(NS(=O)(=O)c3ccc(F)cc3)ccc2O[C@H]1CN(C)S(=O)(=O)c1cccs1	5.2	-2.1	-2.9	-2.5	-16.0	-0.5	-1.7	-1.6
Cc1ccccc1-c1ccc([C@H]2[C@@H](CO)N3CCCCN(Cc4cccnc4)C[C@H]23)cc1	-2.9	-4.6	-13.4	0.1	-23.5	0.2	3.2	-2.0
CCC(=O)N1C[C@@H](O)COC[C@H]2O[C@@H](CC(=O)NCC3CCCCC3)CC[C@@H]21	-8.2	0.6	-2.5	0.2	2.4	0.2	-7.2	9.1
Cn1cc(CCC(=O)N2CCCC(C(=O)c3cccc4ccccc34)C2)cn1 (configuration not stated)	9.1	.	15.3	0.9	20.1	0.0	-5.5	-5.4
CC(=O)Nc1cccc(N/C(N)=N/c2nc(C)cc(C)n2)c1	.	3.5	.	-1.7	8.1	0.3	57.0*	0.1
O=C(OCC(=O)N1CCN(S(=O)(=O)c2ccc(Cl)cc2)CC1)C1CC1	1.4	-1.2	-0.3	-1.3	2.3	0.0	2.9	2.3

# Single records, as listed above. Screens in order: RAD54 branch | F508del corr | esBAF inh | ERAP1 HTS inh | INS-1E GSIS act | XiGFP reactiv | RAD52 inh | ARNT-TACC3 inh
# `O=C(OCC(=O)N1CCN(S(=O)(=O)c2ccc(Cl)cc2)CC1)C1CC1` is entered as 1.4 | -1.2 | -0.3 | -1.3 | 2.3 | 0.0 | 2.9 | 2.3
# `COc1ccc(CC(=O)OCC(=O)Nc2cccnc2Cl)cc1OC` is entered as -6.6 | -0.5 | 0.1 | -6.3 | 5.2 | 0.0 | -8.1 | -3.4

# Carrying on.
canonical_smiles	RAD54 branch	F508del corr	esBAF inh	ERAP1 HTS inh	INS-1E GSIS act	XiGFP reactiv	RAD52 inh	ARNT-TACC3 inh
Cc1cc(NC(=O)C2=C(O)c3ccccc3S(=O)(=O)N2C)no1	-10.7	-4.2	-0.6	3.4	-3.5	-0.1	-3.1	2.3
O=C(Nc1ccccc1F)N[C@H]1CC[C@@H](CCNS(=O)(=O)c2ccc(Cl)cc2)O[C@H]1CO	-3.2	1.7	9.1	1.2	-7.9	-0.7	3.9	7.0
Cc1c(Cl)cccc1NC(=O)CCN1CCC(C(N)=O)CC1	-6.0	-1.2	-9.5	-0.7	.	0.0	2.7	0.4
O=c1c2c3c(sc2nc2n1CCCCC2)C(O)CCC3 (configuration not stated)	2.9	2.0	16.6	3.9	5.0	0.0	-7.4	-7.6
C[C@H]1CN([C@@H](C)CO)S(=O)(=O)c2ccc(-c3ccccc3F)cc2O[C@H]1CN(C)Cc1cccnc1	0.7	3.5	-11.9	0.0	-9.5	-0.1	17.8	3.6
O=C(C[C@@H]1CC[C@H]2[C@@H](COC[C@H](O)CN2C(=O)Nc2ccc(Cl)cc2)O1)N1CCCCC1	-0.3	0.2	15.3	-1.9	-23.1	-0.1	-16.7	-3.0
CCOC(=O)Cc1cnc(NC(=O)CSc2nc(C(C)C)cc(=O)[nH]2)s1	2.3	0.9	10.8	0.2	.	0.0	1.3	-2.8
CCOC(=O)c1cn(CC)c2ccc(S(=O)(=O)N3CCC(C)CC3)cc2c1=O	-2.0	.	-4.9	.	1.0	.	.	-1.7
COCCCNC(=O)Cn1c(=O)n(CC(=O)N2CCCCC2)c(=O)c2sccc21	-0.2	0.9	-1.3	1.2	16.6	0.3	-3.9	-5.4
CN1CCN(S(=O)(=O)c2ccc(SCCOc3ccccc3)nc2)CC1	3.0	.	-2.9	.	-30.0	.	.	2.2
COCCNC(=O)CSc1nc2ccc(N3CCOCC3)cc2c(=O)n1CCc1ccccc1	7.5	.	18.0	2.2	-7.4	.	-0.4	0.9
O=C1CCCC(=O)C1C(c1ccc(Cl)cc1)C1C(=O)CCCC1=O	-5.8	-3.1	-12.5	-0.1	15.6	-0.3	-11.1	.
C[C@@H]1CN([C@@H](C)CO)C(=O)c2cc(-c3ccc(C(=O)N(C)C)cc3)cnc2O[C@H]1CN(C)C(=O)c1cccnc1	0.9	-0.1	0.6	-0.3	-0.2	-0.1	1.7	-3.6
O=C(Nc1ccc2c(c1)[C@H]1C[C@H](CC(=O)N3CCc4ccccc4C3)O[C@@H](CO)[C@H]1O2)C1CCOCC1	0.9	4.7	-0.9	1.4	6.1	0.2	3.8	-5.1
Nc1ncnc(N)c1NC(=O)c1ccccc1	.	-2.3	.	3.0	.	0.0	6.0	.
CC(C)NC(=O)N(C)C[C@@H]1Oc2ccc(NC(=O)Nc3ccc(F)cc3)cc2C(=O)N([C@@H](C)CO)C[C@@H]1C	1.3	1.3	0.6	-0.3	-2.2	-0.8	11.9	-9.8
CSc1sccc1/C=N/O	.	-2.6	.	-1.5	8.0	0.3	-7.8	-0.8

# Outcome played no part in choosing rows; about 3.3% have a hit in one of these screens.
